# TbPYK inhibitor – blocks Trypanosoma brucei pyruvate kinase | TbPYK enzyme, Kinase-Glo Plus ATP luminescence, 45 min | AID 624173 | Q57TT1 | 410,000 tested, 0.12% active | Potency, µM (doses to about 76.8 µM), inactives show at the highest dose activity, negative = inhibition, most hits filed as inhibitors; note: potency is the fitted concentration of half-maximal effect; % is set by controls: 0 for no effect and ±100 for the full control effect; nearly all actives have a fitted effect of over 50% in size
#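 Screened from lowest to highest concentration, compounds were pinned into TbPYK/substrate mixtures, and ADP (130 uM final) was added. Plates sat at room temperature for 45 min prior to Kinase-Glo Plus detection by luminescence.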
# AMA1 RON2 block – AMA1-RON2 (P. falciparum) interaction inhibition | AlphaScreen AMA1-biotinylated RON2 peptide binding | Potency, µM (top dose mostly 58.2 µM), for inactives: top-dose activity change, negative = inhibition, most hits filed as inhibitors | 360,000 tested, 0.2% active;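 note: potency is the fitted concentration of half-maximal effect; 0% = vehicle wells and -100% = peptide control; nearly all actives have a fitted effect of over 45% in size; some results filed as inactive show a strong effect at the top dose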
#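 AMA1 (3D7) with his tag at 25 nM final met compounds first, then biotinylated RON2 peptide at 25 nM; detection used donor plus acceptor beads, 10 µg/mL apiece, read by AlphaScreen after 30 min at room temperature.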
# Pf growth 96h – inhibits malaria parasite growth, 96 h; 320,000 tested, 6.9% active; Potency, µM (highest dose often 28.7 µM), for inactives: at the highest dose activity change, negative = inhibition, most hits filed as inhibitors; P. falciparum luciferase reporter growth, 96 h; AID 504834; note: potency is the fitted concentration of half-maximal effect; % is set by controls: 0 for no effect and ±100 for the full control effect
#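 Two-generation exposure (96 h) targets delayed-death phenotype. Reporter parasites carrying integrated firefly luciferase, in red cells at 2% hematocrit and 0.05% parasitemia final, kept at 37 C, 5% CO2; luminescence loss indicates inhibition.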
# CHX counter – counter-screen for Shiga toxin inhibitors: cycloheximide protein synthesis inhibition. cell reporter, cycloheximide protein synthesis inhibition counterscreen. 300,000 tested, 12% active. AID 2314. max response, %; in the data active = max response mostly above about 13%, no sharp cut-off; inactive = mostly below about 14%; note: read at 38.3 µM for the half of the compounds with a filed dose; 0% is about no effect
# Pf growth 48h – inhibits P. falciparum growth in the first generation, 48 h | P. falciparum luciferase growth in erythrocytes, 48 h | Potency, µM (doses to about 28.7 µM), for the others: top-dose activity change, negative = inhibition, most hits filed as inhibitors | 310,000 tested, 5.9% active; note: potency is the fitted concentration of half-maximal effect; % is set by controls: 0 for no effect and ±100 for the full control effect
#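 Cell-based growth assay: transgenic P. falciparum expressing firefly luciferase, cultured in red cells within RPMI 1640 containing 0.5% w/v Albumax, 24 mM bicarbonate and gentamycin. A drop in luciferase activity indicates inhibition.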
# Shiga toxin inh – blocks Shiga toxin action in Vero cells | Vero cells, Shiga toxin protein synthesis inhibition reporter | inhibition, % at 38.7 µM | 290,000 tested, 9.2% active | AID 2315; in the data active = inhibition mostly above about 28%, no sharp cut-off; inactive = mostly below about 43%; note: 0% is about no effect
# LmPK inhibitor – blocks Leishmania mexicana pyruvate kinase activity; purified LmPK, Kinase-Glo ATP luminescence, 1 h; Potency, µM (doses to about 57.5 µM), inactives show top-dose activity change, negative = inhibition, usual class: inhibitors; Q27686; 290,000 tested, 0.37% active; note: potency is the fitted concentration of half-maximal effect; % is set by controls: 0 for no effect and ±100 for the full control effect
# Target sequence (Q27686 whole entry, looked up): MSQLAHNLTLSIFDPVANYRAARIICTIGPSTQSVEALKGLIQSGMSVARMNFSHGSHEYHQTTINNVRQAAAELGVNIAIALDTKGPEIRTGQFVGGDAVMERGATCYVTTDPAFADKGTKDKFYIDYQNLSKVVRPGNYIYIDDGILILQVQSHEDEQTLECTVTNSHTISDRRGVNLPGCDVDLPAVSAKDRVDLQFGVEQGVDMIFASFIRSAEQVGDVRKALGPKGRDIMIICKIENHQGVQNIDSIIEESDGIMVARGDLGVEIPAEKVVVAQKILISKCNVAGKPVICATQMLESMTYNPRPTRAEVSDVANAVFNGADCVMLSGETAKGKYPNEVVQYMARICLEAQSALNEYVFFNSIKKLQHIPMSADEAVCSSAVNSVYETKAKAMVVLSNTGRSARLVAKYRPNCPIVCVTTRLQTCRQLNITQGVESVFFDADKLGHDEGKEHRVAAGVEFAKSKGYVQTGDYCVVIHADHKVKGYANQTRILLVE
#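 Purified LmPK (0.1 nM) with 0.5 mM PEP and 0.1 mM ADP in imidazole buffer pH 7.2 with MgCl2/KCl, 1 h at room temperature. ATP formed was read by luciferase luminescence and normalized to no-enzyme and uninhibited controls.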
# An asterisk follows results filed as active; ? = inconclusive; · = no result given; & = joins results of further samples; [ ] = another dose, or the depositor's remark. Unless noted, calls come from the whole dose curve; as a rule, active = well fitted curve in the direction sought with a large enough effect; inconclusive = small, poorly fitted or top-dose-only effect, or another doubt; inactive = no such curve, though single readings can be large; an effect the other way counts as inactive or inconclusive.
SMILES,TbPYK inhibitor,AMA1 RON2 block,Pf growth 96h,CHX counter,Pf growth 48h,Shiga toxin inh,LmPK inhibitor
CCN1CCN(C(=O)/C=C/c2cccc(Cl)c2)CC1,-9.7%,-14.0%,0.0%,14.6*,7.9%,23.5,3.5%
O=C(NC1CCCC1)C(c1ccccn1)N(C(=O)c1csnn1)c1ccccc1 (centres undefined),1.9%,9.4%,22.3%,-2.5,10.4%,21.9,0.9%
COc1cc(OC)cc(C(=O)Nn2cnnc2)c1,-1.9%,-16.1%,7.7%,-2.9,5.1%,-1.7,-0.4%
CC(C)(C)NC(=O)CSc1nsc(SCC(=O)NC(C)(C)C)c1C#N,-3.1%,3.2%,-7.8%,-1.7,0.0%,11.7,0.9%
COCC(CN1CCN(C2=NS(=O)(=O)c3ccccc32)CC1)OC(=O)c1ccccc1 (centres undefined),0.3%,-10.2%,-1.0%,-4.1,-4.9%,-20.9,-1.8%
COC(=O)c1ccc(NC(=O)COC(=O)CCC2CCCC2)cc1,-0.8%,18.2%,24.9%,·,-7.5%,·,·
O=C(CSc1nccn1Cc1ccco1)Nc1ccccc1C(F)(F)F,7.8%,-14.6%,-2.1%,28.5*,7.4%,20.9,-8.1%
CCOC(=O)c1cnn(-c2ccc(C(F)(F)F)cn2)c1N,3.6%,-3.4%,·,40.2*,119.8%[activator],77.4*,-7.5%
CC(C)COc1ccc(/C(O)=C2/C(=O)C(=O)N(CCN(C)C)C2c2ccncc2)cc1 (centres undefined),0.8%,-4.5%,24.5%,-1.0,41.3%[activator],-4.6,1.2%
CCOc1ccc(NC(=O)CCC(=O)Nc2cc(OC)c(NC(=O)c3ccco3)cc2OC)cc1,0.8%,-21.3%,?,-0.5,-1.1%,-3.0,-1.8%
O=C(CN1CCOCC1)Nc1ccc2c(c1)OCO2,-5.5%,5.8%,35.2%[activator],8.0,6.1%,3.5,1.6%
Cc1ccc(OC(C)C(=O)Nc2ccc(S(=O)(=O)Nc3nccs3)cc2)cc1 (centres undefined),-3.3%,-8.8%,?,9.9,-3.2%,13.5,6.4%
O=C(Nc1ccccc1CC[N+](=O)[O-])N1CCN(c2ccccc2)CC1,-9.2%,-23.4%,11.7µM*,12.5,10.4µM*,-6.0,-8.8%
CCC(C)NC(=S)Nc1ccccc1 (centres undefined),3.3%,-7.3%,?,10.3,?,-3.3,2.4%
Cc1cccc(-c2nc(CSc3nc4c(c(=O)[nH]3)CCC4)c(C)o2)c1,-2.2%,-1.2%,?,-3.3,17.8%,-14.4,-1.7%
COc1ccc(OC)c(N(CC(=O)Nc2ccccc2)S(=O)(=O)c2ccccc2)c1,3.2%,-1.4%,?,0.5,?,·,5.4%
O=C(COC(=O)C1C2CC3OC(=O)C1C3C2)Nc1ccc(Br)cc1 (centres undefined),4.6%,-12.1%,2.3%,25.3,14.8%,21.7,-4.6%
CCC(=O)N1CCCn2c1nc1ccccc12,-4.2%,-1.0%,37.9%[activator],-1.9,-8.9%,-1.5,2.8%
CCOC(=O)c1cc2sc(C)cc2n1CC(=O)N1CCc2ccccc21,-8.0%,-4.0%,?,-1.6,·,3.5,1.4%
COc1ccc(C(=O)NC(=S)Nc2ccc(N3CCN(C(C)=O)CC3)cc2)cc1[N+](=O)[O-],-1.5%,69.8%[activator],-2.3%,-4.3,?,-6.8,2.8%
COc1cc(OC)c(C(=O)OCCCOC(=O)c2cc(OC)c(OC)cc2OC)cc1OC,2.6%,-2.2%,?,-1.9,?,-17.9,-5.4%
Cc1cc(C(=O)N2CCN(C(=O)C3CCCO3)CC2)no1 (centres undefined),-4.8%,20.4%,·,0.7,16.6%,-6.5,-0.5%
COc1ccc2c(c1)CC(C1(O)C(=O)Nc3ccccc31)C2=O (centres undefined),6.1%,-14.8%,35.4%[activator],-4.0,-12.7%,39.4,1.4%
COc1ccc(Cl)c(Cn2c(NCc3ccco3)nc3c2c(=O)n(C)c(=O)n3C)c1,-1.1%,-1.6%,·,7.6,?,-13.3,3.1%
COc1ccc(-c2ncncc2-c2csc(C)n2)c(O)c1,-4.8%,-3.3%,19.6%,3.7,24.3%,8.2,-3.0%

# 4 entries drawn at random from those above, as already listed:
SMILES,TbPYK inhibitor,AMA1 RON2 block,Pf growth 96h,CHX counter,Pf growth 48h,Shiga toxin inh,LmPK inhibitor
O=C(Nc1ccccc1CC[N+](=O)[O-])N1CCN(c2ccccc2)CC1,-9.2%,-23.4%,11.7µM*,12.5,10.4µM*,-6.0,-8.8%
COc1ccc(C(=O)NC(=S)Nc2ccc(N3CCN(C(C)=O)CC3)cc2)cc1[N+](=O)[O-],-1.5%,69.8%[activator],-2.3%,-4.3,?,-6.8,2.8%
O=C(NC1CCCC1)C(c1ccccn1)N(C(=O)c1csnn1)c1ccccc1 (centres undefined),1.9%,9.4%,22.3%,-2.5,10.4%,21.9,0.9%
COc1cc(OC)cc(C(=O)Nn2cnnc2)c1,-1.9%,-16.1%,7.7%,-2.9,5.1%,-1.7,-0.4%

# Other entries
SMILES,TbPYK inhibitor,AMA1 RON2 block,Pf growth 96h,CHX counter,Pf growth 48h,Shiga toxin inh,LmPK inhibitor
O=C(CCNC(=O)N1CC(=O)Nc2ccccc21)NCCc1cccc(F)c1,7.4%,22.0%,?,-2.7,9.1%,3.6,-6.2%
COc1ccc(N2CCCC2)c(NC(=O)c2ccc([N+](=O)[O-])o2)c1,-7.0%,-18.2%,?,-1.5,?,-3.2,-2.5%
CCOC(=O)c1[nH]c(C)c(CN(CCc2ccccc2)S(C)(=O)=O)c1C,-0.6%,-9.4%,17.3%,-1.4,·,-21.0,5.1%
CCCCn1c(=O)[nH]c(=O)c2c1nc(-c1ccc([N+](=O)[O-])cc1)n2CC,-11.5%,5.3%,?,2.8,?,-9.5,1.9%
O=C(COc1ccc2ccc(=O)oc2c1)NCCc1c[nH]c2ccc(F)cc12,0.0%,2.3%,?,9.8,-10.2%,-9.8,-3.6%
Cc1ccc(/C=[N+](/C)[O-])cc1,-0.2%,18.4%,38.0%[activator],6.1,?,-8.3,-10.3%
NC(=O)c1nsc(C(=O)N(c2ccccc2)C(C(=O)NCc2ccc(F)cc2)c2ccco2)c1N (centres undefined),0.9%,19.2%,3.7%,0.6,?,-1.6,-0.1%
COC(=O)[C@@H](NC(=O)O[C@@H]1C(=O)c2cc(Br)ccc2O[C@H]1c1cccc(OC)c1)C(C)C,·,·,36.4%[activator],30.7,34.6%[activator],40.1,0.3%
CCOc1ccccc1CNC(=O)c1ccc(NC(=O)C2=CSCCO2)cc1,5.4%,-3.9%,?,18.1*,-20.2%,28.2,0.9%
O=C(Nc1ccccc1C(F)(F)F)C1CCCC1,-4.1%,-7.5%,-18.1%,0.8,2.0%,-5.0,-1.1%
Cc1cc(-c2ccc(Br)s2)nc(-n2cccc2)n1,5.4%,6.3%,31.6%[activator],-1.3,14.0%,-5.1,-0.4%
COc1ccc2c(c1)c1ncn(CCN3CCNCC3)c(=O)c1n2C,1.4%,-2.1%,?,3.6,·,10.5,-2.8%
CCCCCN(C(=O)CCC(=O)OCc1ccccc1C)c1c(N)n(CCCC)c(=O)[nH]c1=O,-5.2%,-5.6%,-3.6%,·,?,·,·
CC(=O)CCc1ccc(OC(=O)c2cccnc2)cc1,0.8%,12.1%,-11.0%,2.3,?,-6.7,-0.8%
c1ccc(-c2cnnc(N3CCCCC3)n2)cc1,3.7%,4.9%,?,32.9*,?,112.3*,-24.0%
O=C(NCC(=O)N(Cc1ccccc1)C(C(=O)NC1CCCC1)c1ccncc1)c1ccco1 (centres undefined),-3.0%,9.6%,?,20.4*,?,15.1,7.5%
CC[n+]1ccc(/C=C2\Sc3ccccc3N2CCCS(=O)(=O)[O-])c2ccccc21,0.6%,12.8%,6.3%,-2.3,1.9%,1.5,-0.4%
CC(OC(=O)C1CCCCC1)c1nc2ccccc2[nH]1 (centres undefined),0.9%,0.3%,0.3%,-5.5,-5.1%,-14.9,-1.6%
Cn1c(SCc2ccc(Cl)cc2)nnc1-c1ccc2nonc2c1,-2.8%,-10.4%,-0.8%,-3.1,-19.4%,-2.9,-2.0%
CCN(c1ccc(OC)cc1)S(=O)(=O)c1nnc(NC(=O)c2ccccc2Cl)s1,5.0%&-10.9%,7.3%,30.8%[activator],8.7,2.7%,-8.3,2.0%
CC(=O)OC(C(=O)n1nc(C)cc1C)c1ccccc1 (centres undefined),-2.7%,2.2%,·,1.6,0.5%,-15.8,2.3%
O=C(NCc1cccc(OC(F)(F)F)c1)C1CCC(=O)N(Cc2cccc(F)c2)C1 (centres undefined),-2.1%,-7.1%,?,-2.2,-11.8%,-2.4,2.0%
CSCCC(NC(=O)CCC(=O)OC1CC[C@H]2[C@@H]3CC[C@H]4CC(=O)CC[C@]4(C)[C@H]3CC[C@]12C)C(=O)O (some centres undefined),1.2%,-7.2%,-13.8%,-6.9,?,-8.3,3.7%
CSc1nc2ccc(S(=O)(=O)NC3CCCCC3)cc2s1,-1.8%,-7.4%,?,1.2,18.4%,20.6,-1.2%
S=C1SCN(Cc2ccco2)CN1Cc1ccco1,-8.7%,70.7%[activator],4.65µM*,1.1,?,-5.5,-5.7%
# Going on with the list.
SMILES,TbPYK inhibitor,AMA1 RON2 block,Pf growth 96h,CHX counter,Pf growth 48h,Shiga toxin inh,LmPK inhibitor
O=c1cc(CSc2ccc(Cl)cc2)nc(-c2ccncc2)[nH]1,-2.0%,0.5%,34.6%,8.1,7.9%,-4.0,1.7%
CCc1ccccc1NC(=S)N(CCCN1CCOCC1)Cc1ccccn1,-1.0%,63.0%[activator],-1.3%,8.1,8.2%,-3.6,0.9%
Cc1nc2ncnn2c(C)c1Cc1ccc(Cl)cc1,0.1%,-8.0%,·,-5.5,-10.3%,-20.1,3.1%
CCOC(=O)c1c(NC(C)=O)sc2c(OCCN(CC)CC)c(Br)ccc12,1.5%,-2.7%,89.4%[activator],-4.6,?,7.3,3.7%
O=C(O)CCn1c(-c2ccccn2)nc2ccccc21,-8.1%,79.3%[activator],?,10.8*,9.9%,39.5,-1.1%
CCN1CCN(C(=S)Nc2ccc3nc(N4CCN(CC)CC4)cc(C)c3c2)CC1,1.1%,-3.0%,0.0%,9.6,6.57µM*,-13.1,0.7%
Cc1c(C(=O)OC2CCCCC2)[nH]c2c1C(=O)CC(C)(C)C2,3.1%,4.5%,·,12.4,8.4%,61.3,3.2%
O=C(CCCCC(=O)NCCc1ccccc1)NCCc1ccccc1,0.5%,0.5%,4.2%,2.5,1.2%,-7.7,0.0%
Cc1ccc(S(=O)(=O)/N=C(\Nc2cccc(C)c2)Nc2nc(C)cc(C)n2)cc1,-4.6%,-0.2%,?,-2.1,?,-2.1,-2.6%
COc1cccc(C(=O)COC(=O)CCCC(=O)NC2CCCCC2)c1,-8.3%,3.7%,0.0%,-0.5,25.3%,-7.0,1.0%
COc1c(C)cc(Br)cc1C(=O)Nc1ccccc1N1CCN(C(=O)c2ccccc2)CC1,-3.1%,11.3%,-2.9%,-3.5,?,-1.1,-0.8%
CC1C(OC(=O)CCC(=O)NC(C)(C)CO)O[C@H]2OC3(C)CC[C@H]4[C@H](C)CCC1C24OO3 (some centres undefined),-0.2%,34.6%[activator],?,-3.1,?,18.4,-0.5%

# Source: PubChem BioAssay (National Center for Advancing Translational Sciences (NCATS))
